Screening data (PubChem)
KLK5 inh = blocks human kallikrein 5 protease activity. inhibition, % at 5 µM. hit rate 0.59% among 210,000. AID 873. Q9Y337. recombinant hK5, fluorogenic AMC substrate cleavage;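 active = inhibition of 40% or more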;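 note: 0% = enzyme controls without compound and 100% = no-enzyme blanks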
Target sequence (Q9Y337 67-293 limits assumed): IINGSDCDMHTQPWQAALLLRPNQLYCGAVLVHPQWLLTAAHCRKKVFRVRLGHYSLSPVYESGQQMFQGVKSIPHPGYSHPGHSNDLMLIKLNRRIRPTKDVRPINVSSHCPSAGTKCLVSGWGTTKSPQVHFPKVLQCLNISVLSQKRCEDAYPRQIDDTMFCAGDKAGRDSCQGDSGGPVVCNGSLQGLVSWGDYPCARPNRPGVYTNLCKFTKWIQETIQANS
FXIa inh 1536 = blocks human coagulation factor XIa protease activity; hit rate 0.14% among 220,000; purified FXIa, Boc-Glu-Ala-Arg-AMC fluorogenic substrate; inhibition, % at 5 µM; P03951; AID 798;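 active = inhibition of at least 40%; inactive = inhibition below 40%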;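 note: fluorescence of freed AMC excited at 355 nm; 0% = enzyme without compound and 100% = no enzyme blank; many of its hits are not listed in these tables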
Target sequence (P03951 19-387 limits assumed): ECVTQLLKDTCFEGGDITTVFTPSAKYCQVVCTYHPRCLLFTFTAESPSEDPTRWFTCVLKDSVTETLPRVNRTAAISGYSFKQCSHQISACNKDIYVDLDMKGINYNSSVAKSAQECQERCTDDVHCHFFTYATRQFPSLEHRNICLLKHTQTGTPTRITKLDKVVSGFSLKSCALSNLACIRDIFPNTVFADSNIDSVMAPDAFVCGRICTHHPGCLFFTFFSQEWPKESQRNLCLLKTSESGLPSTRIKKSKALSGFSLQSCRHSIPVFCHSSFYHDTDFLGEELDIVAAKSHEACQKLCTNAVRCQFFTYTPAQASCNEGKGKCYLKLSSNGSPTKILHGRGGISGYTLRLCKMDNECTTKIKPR
Target sequence (P03951 388-625 limits assumed): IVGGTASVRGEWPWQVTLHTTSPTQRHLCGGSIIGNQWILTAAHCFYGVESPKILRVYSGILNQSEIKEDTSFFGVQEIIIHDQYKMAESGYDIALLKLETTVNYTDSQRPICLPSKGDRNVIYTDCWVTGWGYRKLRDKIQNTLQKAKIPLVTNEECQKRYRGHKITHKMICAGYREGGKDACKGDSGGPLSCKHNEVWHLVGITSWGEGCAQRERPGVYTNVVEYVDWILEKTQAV
Wee1 degr inh = blocks degradation of human Wee1 kinase | P30291 | HeLa Luc-Wee1K328M stability, luciferase luminescence; 100% = proteasome inhibitor MG132 effect | reporter increase, % at 5 µM | hit rate 1.2% among 220,000 | AID 1321;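 active = activation above the mean of all tested compounds plus 3 SD, set per screening run, cut at about 8.8% in these data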;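 note: cells exposed to compound for 20 h before luminescence read; 0% = DMSO alone and 100% = MG132 at 30 µM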
FXIIa inh 1536 = blocks human coagulation factor XIIa protease activity; P00748; purified FXIIa, Boc-QGR-AMC fluorogenic substrate, 2 h; inhibition, % at 5 µM; hit rate 0.3% among 220,000; AID 800; in the data active = inhibition above about 40%;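 note: 0% = enzyme with no compound and 100% = blank without enzyme; many of its hits are not listed in these tables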
p97 inhibitor = inhibitors of human p97 ATPase. hit rate 0.42% among 220,000. AID 1481. inhibition, % at 8 µM. recombinant p97 ATPase, Kinase-Glo ATP luminescence, 3 h. P55072; in the data active = inhibition above about 15%;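 note: 0% = DMSO vehicle and 100% = wells lacking enzyme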
Thrombin inh = inhibitors of human thrombin; hit rate 0.26% among 220,000; alpha-thrombin, Boc-VPR-AMC fluorogenic substrate cleavage; P00734; inhibition, % at 5 µM;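 active = inhibition at or above 40%; inactive = inhibition below 40%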;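 note: 0% = enzyme with no compound and 100% = wells without enzyme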
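System: human alpha-thrombin protein; Compound dosing: one concentration per compound, 5 µM, with 0.2% DMSO; Timing: reaction at room temperature; Technique: AMC fluorescence, 355/460 nm; Controls: enzyme without compound as high, wells lacking enzyme as low.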
Cl transport mod = modulators of human KCC2 chloride dependent transport; Q9H2X9; KCC2 cells, thallium flux FluoZin-2 fluorescence; B-score of Tl+ flux slope (higher = more flux/activation; lower = inhibition) at 10 µM; hit rate 2.2% among 190,000; AID 1456;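 active = thallium flux slope and its plate-corrected score both differing from the plate sample mean at a set confidence after two filtering rounds, in either direction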;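 note: slope of fluorescence scaled to starting intensity during 10 to 20 s after thallium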
PERK inh = human PERK inhibition, primary cell-based screen; Q9NZJ5; CHO PERK-DD fusion, SEAP luminescence translation reporter; inhibition, % at 5.6 µM; hit rate 0.17% among 220,000; AID 1416;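 active = inhibition above the mean inhibition of all tested compounds plus 3 SD, set separately per screening campaign, cut at about 2.9% in these data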;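 note: PERK kinase domain activated by AP20187 dimerizer at 100 nM; 0% = DMSO with dimerizer and 100% = rapamycin at 8.4 µM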
Furin inh = blocks human furin protease activity | inhibition, % at 30 µM | purified furin, fluorogenic substrate cleavage | hit rate 0.061% among 220,000; in the data active = inhibition above about 25%; note: inactives centre near -15
Numbers without * were called inactive; . = not tested or not shown; [ ] = another dose, or the depositor's remark.

Start of the listing, in advance (two entries):
Short keys: A = KLK5 inh; B = FXIa inh 1536; C = Wee1 degr inh; D = FXIIa inh 1536; E = p97 inhibitor; F = Thrombin inh; G = Cl transport mod; H = PERK inh; I = Furin inh
Structure: CCOC(=O)C1=C(O)C(=O)N(c2ccc(S(N)(=O)=O)cc2)C1c1ccccc1 (stereo unspecified)
  A: 3	B: 6	C: -3	D: 14	E: 0	F: 3	G: -0.057	H: -0.2	I: -12[20 µM]
Structure: O=C(CNC(=O)C(c1ccccc1)c1ccccc1)OCc1ccccc1
  A: 4	B: -1	C: -2	D: 5	E: 2	F: -4	G: -2.5	H: 0.5	I: -23

The whole of this part, from the first entry:
Short keys: A = KLK5 inh; B = FXIa inh 1536; C = Wee1 degr inh; D = FXIIa inh 1536; E = p97 inhibitor; F = Thrombin inh; G = Cl transport mod; H = PERK inh; I = Furin inh
Structure: CCOC(=O)C1=C(O)C(=O)N(c2ccc(S(N)(=O)=O)cc2)C1c1ccccc1 (stereo unspecified)
  A: 3	B: 6	C: -3	D: 14	E: 0	F: 3	G: -0.057	H: -0.2	I: -12[20 µM]
Structure: O=C(CNC(=O)C(c1ccccc1)c1ccccc1)OCc1ccccc1
  A: 4	B: -1	C: -2	D: 5	E: 2	F: -4	G: -2.5	H: 0.5	I: -23
Structure: CC(C)(C)OC(=O)C(C)(C)Sc1nnc(N)s1
  A: 0	B: 5	C: 0	D: 7	E: 4	F: -2	G: .	H: 2.8	I: -19
Structure: CCOc1cc(NC(=O)c2ccco2)c(OCC)cc1NC(=O)CCC(=O)NCc1cccnc1
  A: 2	B: -3	C: -1	D: -2	E: -7	F: -11	G: .	H: -1.1	I: -12
Structure: COc1ccc(NC(=O)CCN2CCN(S(=O)(=O)c3ccc(Cl)cc3)CC2)cc1
  A: -21	B: -2	C: 2	D: 2	E: 4	F: -11	G: 0.028	H: -0.5	I: -18[20 µM]
Structure: C/C(CCc1ccccc1)=N\NC(=O)COc1ccccc1C
  A: -5	B: -1	C: 0	D: 6	E: 3	F: 5	G: -2.1	H: 1.7	I: -20
Structure: CC1(C)Cc2nc(-c3ccccc3)nc(NNC(=O)c3ccco3)c2CO1
  A: -4	B: -4	C: -1	D: 5	E: -3	F: -11	G: -0.43	H: -0.1	I: -14
Structure: Cc1ccc(Nc2nnc(SCC(=O)Nc3cc(C(=O)O)ccc3C)s2)c(C)c1
  A: -4	B: 0	C: -1	D: 11	E: 1	F: -2	G: -2	H: 0.8	I: -12
Structure: O=C(NCC(=O)N(c1cnc2ccccc2c1)C(C(=O)NC1CCCC1)c1ccncc1)c1ccco1 (stereo unspecified)
  A: -23	B: 6	C: 2	D: 12	E: 0	F: 2	G: -1.4	H: -1.1	I: -2[20 µM]
Structure: CCOCCCNC(=O)c1[nH]c(C)c(C(C)=O)c1C
  A: -11	B: 2	C: 0	D: 8	E: -4	F: -2	G: .	H: 0.5	I: -20
Structure: CCCCC(=O)NN(C)c1nc(-c2ccccc2)nnc1C(F)(F)F
  A: 1	B: 2	C: -1	D: 11	E: -3	F: 4	G: -1.7	H: -0.3	I: -12[20 µM]
Structure: CC(C)[C@H]1C=C(C(=O)O)O[C@@H](OCc2ccc(CO)cc2)C1
  A: -3	B: -4	C: .	D: 1	E: .	F: -8	G: 0.096	H: .	I: -28
Structure: COc1cccc(CC(=O)Nc2nccs2)c1
  A: 2	B: 3	C: 6	D: 6	E: 4	F: -4	G: 0.26	H: 1.0	I: -8
Structure: O=C(NCc1ccncc1)/C(=N/O)c1ccccc1
  A: 20	B: 2	C: -2	D: 17	E: 9	F: 2	G: .	H: 2.9	I: -24
Structure: CCc1nnc(NC(=O)NCN2C(=O)C3C4C=CC(C4)C3C2=O)s1 (stereo unspecified)
  A: 2	B: 1	C: 1	D: 3	E: 2	F: -9	G: 0.52	H: 0.2	I: -3[20 µM]

Five of the compounds above, with tabs.
molecule	KLK5 inh	FXIa inh 1536	Wee1 degr inh	FXIIa inh 1536	p97 inhibitor	Thrombin inh	Cl transport mod	PERK inh	Furin inh
CCCCC(=O)NN(C)c1nc(-c2ccccc2)nnc1C(F)(F)F	1	2	-1	11	-3	4	-1.7	-0.3	-12[20 µM]
CC(C)[C@H]1C=C(C(=O)O)O[C@@H](OCc2ccc(CO)cc2)C1	-3	-4	.	1	.	-8	0.096	.	-28
COc1cccc(CC(=O)Nc2nccs2)c1	2	3	6	6	4	-4	0.26	1.0	-8
O=C(NCc1ccncc1)/C(=N/O)c1ccccc1	20	2	-2	17	9	2	.	2.9	-24
CCc1nnc(NC(=O)NCN2C(=O)C3C4C=CC(C4)C3C2=O)s1 (stereo unspecified)	2	1	1	3	2	-9	0.52	0.2	-3[20 µM]

The list continues.
Short keys: A = KLK5 inh; B = FXIa inh 1536; C = Wee1 degr inh; D = FXIIa inh 1536; E = p97 inhibitor; F = Thrombin inh; G = Cl transport mod; H = PERK inh; I = Furin inh
Structure: CCOC(=O)C1=C(c2ccccc2)Nc2c(c(=O)n(C)c(=O)n2C)C1c1ccc(O)c(OC)c1 (stereo unspecified)
  A: 1	B: 2	C: -2	D: 11	E: 3	F: 6	G: -0.2	H: 0.3	I: 3[20 µM]
Structure: O=C(c1c(Cl)cccc1Cl)N1CCN(c2cccc3[nH]ccc23)CC1
  A: -1	B: 2	C: 1	D: 3	E: 13	F: -4	G: .	H: 0.1	I: -6
Structure: COc1cccc(C(=O)C2CCCN(C(=O)CCC3=NNC(=O)CC3)C2)c1 (stereo unspecified)
  A: -5	B: -3	C: 3	D: 4	E: 7	F: -7	G: 0.58	H: 0.6	I: -22
Structure: COc1ccc(OCCCN2CCCC(C)C2)cc1 (stereo unspecified)
  A: -10	B: 3	C: 0	D: 11	E: 4	F: 4	G: .	H: -0.1	I: -8[20 µM]
Structure: CC(C)CNCC(=O)N1c2ccccc2Sc2ccccc21
  A: -21	B: 0	C: 1	D: 13	E: 0	F: 6	G: .	H: -0.7	I: -21[20 µM]
Structure: COC(=O)CC1=NN(c2nc(C)cc(C)n2)C(=O)C1
  A: 4	B: -3	C: 15*	D: 8	E: 1	F: -9	G: 0.48	H: 0.8	I: -14
Structure: COc1ccc2c(C)cc(Sc3nnnn3-c3ccccc3)nc2c1
  A: -7	B: 1	C: 3	D: 5	E: -2	F: -1	G: -0.0038	H: 0.3	I: -31
Structure: CC(=O)c1c(C)[nH]c(C(=O)OCC(=O)Nc2cccc(S(=O)(=O)N3CCCC3)c2)c1C
  A: -4	B: 9	C: -4	D: 14	E: 3	F: -2	G: -0.2	H: 0.1	I: -5
Structure: Cc1cc(SCC(=O)Nc2cccnc2Cl)nc2ccccc12
  A: -4	B: -6	C: 0	D: -4	E: 3	F: -17	G: -0.088	H: -0.3	I: -20
Structure: COc1ccc2c(c1)c1ncn(CC3CCCO3)c(=O)c1n2C (stereo unspecified)
  A: -11	B: -1	C: -1	D: -2	E: 3	F: -13	G: -0.37	H: 0.7	I: -38
Structure: O=C(NCCCN1CCOCC1)c1cc(C(=O)C2CCCCC2)c[nH]1
  A: -4	B: -3	C: -2	D: 5	E: 7	F: -6	G: -1	H: 0.3	I: -24
Structure: COc1ccc(CCNC(=O)CSc2nn(-c3ccccc3)c(=S)s2)cc1OC
  A: -4	B: 5	C: -2	D: 2	E: 4	F: 2	G: -0.54	H: -0.1	I: -5
Structure: Cc1cccc(-n2ncc3c(N(C)Cc4ccccc4)ncnc32)c1
  A: 2	B: 4	C: .	D: 11	E: .	F: -2	G: 0.0071	H: .	I: -38
Structure: CCCOc1ccc(-c2c(=O)n(OCc3ccc([N+](=O)[O-])cc3)c3ccccc3[n+]2[O-])cc1
  A: -5	B: 1	C: -4	D: 3	E: -3	F: -5	G: -0.98	H: 0.2	I: -7
Structure: O=C1c2cccnc2C(Nc2ccccc2Br)N1Cc1ccco1 (stereo unspecified)
  A: -5	B: -6	C: 0	D: 3	E: -6	F: 5	G: -0.52	H: -0.7	I: -19
Structure: Cc1nnc(NC(=O)c2cccc(NC(=O)C(C)C)c2)s1
  A: 3	B: 4	C: -2	D: 11	E: 2	F: 2	G: 0.17	H: 1.1	I: -11[20 µM]
Structure: COc1ccccc1-c1c(C(F)(F)F)oc2cc(OCC(=O)Nc3cc(C)ccc3C)ccc2c1=O
  A: -4	B: 2	C: 1	D: 4	E: -7	F: -7	G: -0.43	H: -0.1	I: -20
Structure: O=C(Cn1ccc([N+](=O)[O-])n1)N1CCc2ccccc21
  A: -8	B: -5	C: -2	D: 1	E: 2	F: 1	G: 0.25	H: 2.1	I: -17
Structure: CCCN(CCC)S(=O)(=O)c1ccc(C(=O)NCc2ccc3c(c2)OCO3)cc1
  A: -7	B: 4	C: 0	D: 10	E: -7	F: -1	G: 0.19	H: 0.1	I: -35
Structure: CC(NC(=O)c1cccnc1)C(c1cccs1)N1CCN(c2ccccc2F)CC1 (stereo unspecified)
  A: -1	B: -2	C: 2	D: 7	E: 2	F: -5	G: -0.1	H: 0.7	I: -28
Structure: O=C1CCc2cc(S(=O)(=O)N3CCN(C(=O)c4ccco4)CC3)ccc2N1
  A: 32	B: 2	C: -1	D: 2	E: 7	F: 1	G: .	H: 1.3	I: -19
Structure: CCOC(=O)c1ccc(CNC(=O)Cn2nnc(-c3ccccc3)n2)o1
  A: 0	B: -1	C: -2	D: 8	E: 1	F: -6	G: .	H: 0.5	I: -13
Structure: COC(=O)c1c(NC(=O)c2ccco2)sc2c1C(C(=O)OC)CC2 (stereo unspecified)
  A: -3	B: 0	C: -1	D: 12	E: 0	F: 0	G: -0.07	H: -0.1	I: -22
Structure: COc1ccc(S(=O)(=O)N(C)CC(=O)Nc2ccc3c(c2)OCCO3)cc1OC
  A: -10	B: 6	C: -1	D: 21	E: -2	F: -4	G: 0.14	H: -0.4	I: -16[20 µM]
Structure: Cc1cc(C)cc(C(=O)NCC(=O)OCC(=O)Nc2cccnc2Cl)c1
  A: -3	B: -3	C: -3	D: 5	E: 4	F: -4	G: -1.6	H: 1.0	I: -28
Structure: CCC(CC)NC(=O)Nc1ccccc1C
  A: -2	B: 0	C: 1	D: 6	E: -2	F: 3	G: 0.49	H: 0.6	I: -14
Structure: NNC(=O)c1n[nH]c(=O)c2ccccc12
  A: -3	B: -4	C: -2	D: 4	E: 4	F: -7	G: -0.65	H: -0.7	I: -19
Structure: Cc1cccc(/C=N/NC(=O)Cc2cccs2)c1
  A: -4	B: -1	C: -2	D: 8	E: -1	F: -1	G: -1.2	H: 1.2	I: -23
Structure: O=C(CN1C(=O)CC(c2ccco2)Sc2ccccc21)NC1CCCCC1 (stereo unspecified)
  A: 2	B: 3	C: -2	D: 10	E: -1	F: 4	G: -0.044	H: 1.3	I: -16
Structure: COc1cccc(NC(=O)C2C3C=CC4(O3)C2C(=O)N(C2CC2)C4C(=O)NC2CCCCC2C)c1 (stereo unspecified)
  A: 7	B: -22	C: 0	D: 18	E: 3	F: 2	G: -1.8	H: -1.4	I: -8[20 µM]
Structure: FC(F)(F)c1nnc2ccc(Cl)nn12
  A: 14	B: -3	C: 2	D: 9	E: 3	F: 2	G: 0.13	H: -0.3	I: -15
Structure: Cc1cccc(Cn2c(C)nc3c(N)c(C)c(C)cc32)c1
  A: -4	B: 4	C: -1	D: 9	E: 1	F: -11	G: -0.037	H: 0.8	I: -22
